Pol III holo inh: qHTS Assay for Inhibitors of DNA Polymerase III Holoenzyme System; reconstituted DNA polymerase III holoenzyme replication, biochemical; Potency, µM (series often up to 57.1 µM), inactives show at the highest dose activity change, negative = inhibition; actives 0.25% (n = 71,000); AID 603, 2007; also: potency is read from the fitted curve at half-maximal effect; % is scaled to controls: 0 for no effect and ±100 for the full control effect
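Reconstituted *E. coli* holoenzyme (0.35 nM Pol III, 1 nM beta, 154 nM SSB, 2 nM primase) was preincubated with compound for 15 min at RT. Synthesis on 1.4 nM ssM13Gori ran 35 min, then was stopped with PicoGreen/EDTA and read as dsDNA fluorescence.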
Tau filament bind: qHTS Assay for Tau Filament Binding; AID 596, 2007; recombinant tau filaments, thioflavin S fluorescence, 15 h; filaments grown with octadecylsulfate alongside compound; actives 2% (n = 71,000); Potency, µM (series often up to 57.1 µM), for inactives: top-dose activity change, negative = inhibition;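 also: potency is read from the fitted curve at half-maximal effect; % is scaled to controls: 0 for no effect and ±100 for the full control effect; actives lower thioflavin S fluorescence by blocking filaments or displacing dye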
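Read-out: ThS fluorescence, 450 nm excitation/510 nm emission; lower signal marks blocked filament formation or displaced dye. Tau at 1 uM with 30 uM ODS, 10 uM ThS, 5 mM DTT, 100 mM NaCl, 10 mM HEPES pH 7.4; 15 h, 37 C.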
Hsp90 Hop PPI: qHTS Assay for Disrupters of an Hsp90 Co-Chaperone Interaction; Potency, µM (titrated, usually from 57 µM), without a hit: at the highest dose activity change, negative = inhibition; Hsp90 C-terminal peptide / TPR2A (Hop) interaction, human; actives 0.44% (n = 71,000); AlphaScreen TPR2A-His6 binding biotin-Hsp90 C-terminal peptide; active = well fitted curve in either direction with a large enough effect; inconclusive = small, poorly fitted or top-dose-only effect, or another doubt; also: potency is read from the fitted curve at half-maximal effect; % is scaled to controls: 0 for no effect and ±100 for the full control effect; many of its hits are not listed in these tables
Ub-GFP proteasome: Ubiquitin-GFP Assay. Ubiquitin-GFP reporter cells, proteasome inhibition, GFP fluorescence; response scale: untreated = 0%, 10 µM MG-132 = 100%. Potency, µM (highest dose often 45.9 µM), inactives show at the highest dose activation (GFP accumulation), hits mostly activators. 67,000 tested, under 10 active. AID 526, 2006; active = well fitted activation curve with a large enough effect, not every such curve was filed as active; inconclusive = small, poorly fitted or top-dose-only effect, or another doubt; inactive = no such curve, though single readings can be large or run the other way; also: potency is read from the fitted curve at half-maximal effect
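U2OS cells stably expressing ubiquitin(G76V)-GFP, seeded overnight in 0.5% FBS medium, were exposed to compounds (qHTS, 46 uM to 2.9 nM) for 4 hr at 37 °C. GFP-positive cells were counted by laser cytometry (488 ex/515 em), normalized between basal and 10 uM MG-132.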
HBB splicing: qHTS Assay for Modulators of Hemoglobin Beta Chain Splicing; HBB splicing reporter cell assay, activation; EGFP reporter with mutant IVS2-654 intron; response scale: normalised to 500 nM splice-correcting PNA; Potency, µM (series often up to 46.1 µM), without a hit: at the top dose activation, most hits filed as activators; actives 0.06% (n = 65,000); also: potency is read from the fitted curve at half-maximal effect; 0% is about no effect
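Compounds were applied for 2 days to HeLa EGFP-654 cells, 500/well in Optimem with 2% FCS. The reporter's EGFP is disrupted by mis-splicing of beta-globin intron IVS2-654. Readout: summed well GFP fluorescence from 488 nm laser scanning; reference was 500 nM antisense […] 654 PNA.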
ERK AVP inh: qHTS Assay for Inhibitors of the ERK Signaling Pathway using a Homogeneous Screening Assay; HEK293-V1b, vasopressin-stimulated pERK AlphaScreen; Potency, µM (titrated, usually from 57.5 µM), for the others: at the highest dose activity, negative = inhibition, hits mostly inhibitors; actives 0.99% (n = 72,000); also: potency is read from the fitted curve at half-maximal effect; % is scaled to controls: 0 for no effect and ±100 for the full control effect; nearly all actives have a fitted effect of over 55% in size
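HEK293 cells stably expressing V1b receptor, preincubated 30 min at 37 °C with compound, then stimulated 5 min with 25 nM vasopressin. Phospho-ERK by AlphaScreen SureFire after 5 h RT; normalized to DMSO and vasopressin; AC50 by Hill fit.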
Luciferase inh: qHTS Assay for Inhibitors of Firefly Luciferase; Luciferin 4-monooxygenase (Photinus pyralis), P08659; purified firefly luciferase, luminescence, 8 min; Potency, µM (highest dose often 57.1 µM), for inactives: at the highest dose activity change, negative = inhibition, actives largely listed as inhibitors; actives 2.2% (n = 72,000); AID 411, 2009; also: potency is read from the fitted curve at half-maximal effect; % is scaled to controls: 0 for no effect and ±100 for the full control effect; nearly all actives have a fitted effect of over 40% in size
Target sequence (P08659 whole entry, looked up): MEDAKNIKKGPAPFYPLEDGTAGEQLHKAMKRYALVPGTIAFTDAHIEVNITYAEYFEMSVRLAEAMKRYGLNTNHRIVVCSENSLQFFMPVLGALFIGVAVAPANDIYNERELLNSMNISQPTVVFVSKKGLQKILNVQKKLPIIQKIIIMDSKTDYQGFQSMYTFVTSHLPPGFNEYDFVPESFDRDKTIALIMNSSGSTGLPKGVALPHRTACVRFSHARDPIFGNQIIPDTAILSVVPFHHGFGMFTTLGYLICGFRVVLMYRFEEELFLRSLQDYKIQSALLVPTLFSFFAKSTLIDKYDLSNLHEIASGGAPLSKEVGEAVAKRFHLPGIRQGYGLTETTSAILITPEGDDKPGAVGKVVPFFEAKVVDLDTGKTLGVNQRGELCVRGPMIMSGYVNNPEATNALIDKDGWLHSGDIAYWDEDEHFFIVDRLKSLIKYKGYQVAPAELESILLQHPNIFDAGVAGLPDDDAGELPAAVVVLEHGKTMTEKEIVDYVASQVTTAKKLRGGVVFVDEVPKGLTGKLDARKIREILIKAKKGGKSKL
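Firefly luciferase (PKLight detection mix) with 10 uM ATP in pH 7.2 imidazole buffer (KCl, MgCl2, Tween 20, BSA). Compounds tested across a concentration series (qHTS). Luminescence read after 8 min at ambient temperature.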
ALOX15 inhib: qHTS Assay for Inhibitors of 15-hLO (15-human lipoxygenase) | purified 15hLO-1, xylenol orange hydroperoxide absorbance | Potency, µM (series often up to 57.1 µM), for inactives: at the top dose activity change, negative = inhibition, hits mostly inhibitors | actives 1.4% (n = 74,000); also: potency is read from the fitted curve at half-maximal effect; % is scaled to controls: 0 for no effect and ±100 for the full control effect; nearly all actives have a fitted effect of over 55% in size
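Purified human 15hLO-1 (40 nM) in 25 mM Hepes pH 7.5, 0.01% Triton X-100, preincubated 15 min RT with compound, then 50 uM arachidonic acid for 6 min. Hydroperoxide read by ferrous/xylenol orange, 30 min; 573/405 nm absorbance ratio gave progress.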
GFP derepression: qHTS Assay for Epigenetic Modulators; Potency, µM (highest dose often 46.1 µM), for inactives: at the highest dose GFP derepression (activation); actives 0.09% (n = 68,000); AID 597, 2007; mouse C127i GFP locus derepression, cytometry, 30 h; also: % of control where 0% means no effect
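Locus derepression in mouse mammary C127i cells whose integrated CMV-GFP reporter is normally silent; GFP expression after 30 h compound treatment was quantified by counting fluorescent cells.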
HADH2 inhib: qHTS Assay for Inhibitors of HADH2 (Hydroxyacyl-Coenzyme A Dehydrogenase, Type II); 3-hydroxyacyl-CoA dehydrogenase type-2 (Homo sapiens), Q99714; recombinant HADH2, NADH fluorescence, beta-hydroxybutyryl-CoA; Potency, µM (highest dose often 57.1 µM), without a hit: at the top dose activity change, negative = inhibition, most hits filed as inhibitors; actives 3.4% (n = 73,000); also: potency is read from the fitted curve at half-maximal effect; % is scaled to controls: 0 for no effect and ±100 for the full control effect; nearly all actives have a fitted effect of over 60% in size; many of its hits are not listed in these tables
Target sequence (Q99714 whole entry, looked up, one chain of several): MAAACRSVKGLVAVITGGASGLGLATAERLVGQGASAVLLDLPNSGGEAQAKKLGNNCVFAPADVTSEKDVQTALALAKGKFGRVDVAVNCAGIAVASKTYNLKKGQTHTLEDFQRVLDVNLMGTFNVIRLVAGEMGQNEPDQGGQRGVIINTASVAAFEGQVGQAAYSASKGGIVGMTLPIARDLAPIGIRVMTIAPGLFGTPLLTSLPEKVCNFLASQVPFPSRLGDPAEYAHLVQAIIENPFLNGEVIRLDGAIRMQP
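His-tagged recombinant enzyme from E. coli, 20 nM, preincubated 15 min RT with compound; reaction started with 1 mM NAD+ and 90 uM beta-hydroxybutyryl-CoA in 100 mM Tris-HCl pH 9.0. NADH fluorescence (ex 360/em 450) read over 4 min; last-minus-first difference.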
CRE Fsk mod: Cell signaling CRE-BLA (Fsk stim); CHO CRE-bla reporter (cAMP response element driving beta-lactamase), forskolin EC10, beta-lactamase ratio; Potency, µM (series often up to 38.2 µM), without a hit: top-dose activity change, negative = inhibition, actives largely listed as activators; actives 2.5% (n = 71,000); AID 662, 2007; active = well fitted activation curve with a large enough effect in the signal ratio, with a control signal flat, not every such curve was filed as active; inconclusive = small, poorly fitted or top-dose-only effect, or effect the other way, or a change in a side signal; the % refers to the signal ratio; also: potency is read from the fitted curve at half-maximal effect; % of control where 0% means no effect
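CRE-bla CHO reporter cells treated with compound titration plus EC10 NKH 477 (water-soluble forskolin), incubated 3 h at 37 °C; CCF4 loading 2 h at room temperature, 460/530 nm emission ratio read, AC50 values derived for positive or negative modulators.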
An asterisk follows results filed as active; i = inactive; ? = inconclusive; / = no result given; [ ] = another dose, or the depositor's remark. Unless noted, calls follow the shape of the dose curve; as a rule, active = well fitted curve in the direction sought with a large enough effect; inconclusive = small, poorly fitted or top-dose-only effect, or another doubt; inactive = no such curve, though single readings can be large; an effect the other way counts as inactive or inconclusive. Some of the compounds tested; count on the stated rates, not on these rows.

SMILES | Pol III holo inh | Tau filament bind | Hsp90 Hop PPI | Ub-GFP proteasome | HBB splicing | ERK AVP inh | Luciferase inh | ALOX15 inhib | GFP derepression | HADH2 inhib | CRE Fsk mod
C=CCn1c(CSc2nc3ccccc3s2)nnc1SCC(=O)OCC | 0% | 14% | -3% | 7% | -0.7% | -4% | 2% | 2% | 0% | 8% | -2%
CCCOc1ccc(CSc2nnc(CCC)n2N)cc1 | 0% | -6% | 2% | -2% | 0.5% | -5% | -5% | 18% | -2% | 4% | ?
Cc1ccc(Nc2nc(Oc3ccc(OCc4ccccc4)nn3)nc(N3CCOCC3)n2)cc1 | 0% | -17% | -2% | 3% | 0.6% | -13% | 0% | ? | 2% | 17% | -1%
CSc1ccccc1NC(=O)c1ccncc1 | -6% | 10% | -5% | -2% | 3.7% | -28% | 0% | -12% | -3% | ? | ?
c1cn(CCCNc2ncnc3nc[nH]c23)cn1 | -4% | 162% | 2% | 2% | -0.5% | / | 2.5µM* | 4% | / | 6% | 21%
O=C(c1scc2c1CCCC2)N1CCCCC1 | -7% | -4% | -6% | 5% | -0.2% | -4% | 1% | 5% | 0% | -2% | -9%
Cc1ccc(-c2nn3c(-c4ccco4)nnc3c3ccccc23)cc1S(=O)(=O)N1CCOCC1 | 4% | -5% | 1% | / | 1.4%[0.369 µM] | ? | 0% | 7% | 0% | 10% | ?
CCc1ccc(NC(=O)CSc2nnc(-c3cnccn3)n2Cc2ccco2)cc1 | 3% | -5% | -3% | -1% | -1.7% | -9% | 2% | -8% | 0% | 3% | ?
CN(C)C(=O)NCc1ccc(S(N)(=O)=O)cc1 | -3% | -9% | -5% | 9% | -0.4% | -8% | -2% | -3% | 0% | -17% | -4%
COc1cc(NC(=O)c2cccs2)ccc1NC(=O)c1ccco1 | 6% | -15% | 1% | -11% | -0.5% | -19% | -16% | -7% | 6% | ? | -8%
COc1ccc(NC(=O)c2cc(-c3ccccc3OC)on2)cc1 | 2% | / | 3% | -13% | 2.6% | 1% | ? | -23% | 5% | 30% | ?
O=C(c1cccc(F)c1)N1CCC2(CC1)CCN(C(c1ccccc1)c1ccccc1)CC2 | -4% | 2% | -9% | -3% | 4.8% | 1% | 2%[11.4 µM] | -5% | 0%[9.22 µM] | -5% | -13%
COc1c(O)ccc2c1CN1CCc3cc4c(cc3[C@@H]1C2)OCO4 | -9%[11.4 µM] | 2%[11.4 µM] | -5%[11 µM] | 2%[9.17 µM] | -1.9%[9.22 µM] | -6%[11.5 µM] | -5%[11.4 µM] | ? | 7%[9.22 µM] | 3.2µM* | 24%[7.6 µM]
CCCN1C(=O)C(NC(=O)c2ccncc2)(C(F)(F)F)C2=C1CC(C)(C)CC2=O (centres undefined) | -6% | 3% | 0% | 0% | -0.3% | -11% | 2% | 17% | 6% | 1% | -1%
COc1cccc(C2C(C(=O)Nc3ccc(C)cc3C)=C(C)Nc3ncnn32)c1OC (centres undefined) | -4% | 8% | 2% | -7% | -0.5%[57.5 µM] | -12% | 4% | -6% | -2% | 13% | -4%
CCOC(=O)c1ccc(NC(=O)CSc2nc3c(c(=O)n2-c2ccccc2OC)SCC3)cc1 | -2% | 204% | -8% | 8% | 0.2% | / | 0% | 5% | / | 5% | -3%
Cn1nnnc1SCC(=O)NC1CCCCC1 | 6% | 2% | 2% | 1% | -1.1% | -9% | -38% | 2% | 0% | 12% | -8%
Cc1ccc(OCc2ccc(C(=O)Nc3nccs3)o2)cc1 | -3% | 51% | -7% | 1% | 0.0%[57.5 µM] | 0% | -3% | 18% | 0% | 3% | 5%
CC(C)C(OC(=O)c1cccs1)C(=O)NCc1cccs1 (centres undefined) | 0% | -1% | -1% | -6% | -2.9% | -3% | 1% | -2% | 4% | 0% | -20%
Cc1cc(C)cc(NC(=O)CSc2nnc(Cn3c(=O)sc4ccccc43)n2C)c1 | 0% | i | -3%[2.3 µM] | 1% | -0.9% | 5% | 2% | 2% | / | 0% | -2%
CCc1ccc2[nH]c(=O)c(CN(Cc3ccccc3OC)Cc3nnnn3Cc3ccco3)cc2c1 | -11% | 73% | -12% | 0% | 11% | 1% | -6% | ? | -2% | -19% | 5%
CCCCCCn1c(SCC(C)C)nc2c1c(=O)[nH]c(=O)n2C | -3% | 22% | -1% | 3% | -0.3%[57.5 µM] | 12% | 1% | -1% | -2% | 9% | 4%
CCOC(=O)C1CCN(Cc2nc(-c3ccc(OC)c(OC)c3)no2)CC1 | -4% | 9% | -5% | -1% | -2.3% | -11% | 2% | 2% | -2% | -1% | 12%
CCn1nc(C(=O)OCc2c(C)noc2C)c2ccccc2c1=O | -1% | -3% | 1% | 26% | -0.8% | -9% | 4% | -2% | -1% | -27% | 10µM*
Cc1n[nH]c2ccccc2c1=O | -8%[11.4 µM] | 3%[11.4 µM] | 2%[11 µM] | 3%[9.17 µM] | 2.4%[9.22 µM] | -3%[11.5 µM] | 1%[11.4 µM] | 5%[11.4 µM] | 3%[9.22 µM] | -1%[11.4 µM] | 11%[7.6 µM]
SMILES | Pol III holo inh | Tau filament bind | Hsp90 Hop PPI | Ub-GFP proteasome | HBB splicing | ERK AVP inh | Luciferase inh | ALOX15 inhib | GFP derepression | HADH2 inhib | CRE Fsk mod
COC(=O)c1cc(=O)nc2sc(-c3cccs3)nn12 | -2% | 2% | 2% | 2% | 1.4% | -5% | 1% | 6% | -3% | ? | -21%
COc1ccc(-c2ccc(SCC(=O)N3CCOCC3)nn2)cc1 | -6% | 4% | -3% | 2% | -0.5% | -10% | 13µM* | -2% | 2% | -1% | 18%
COc1ccc(C2C(C(=O)N3CCOCC3)CCC(=O)N2c2cc(OC)c(OC)c(OC)c2)cc1 (centres undefined) | -8% | -10% | -4% | 4% | -1.1% | 26% | 3% | 14% | 11% | 7% | -2%
COc1ccc2cc(CN(CCc3ccccc3)Cc3nnnn3Cc3ccco3)c(=O)[nH]c2c1 | -8% | 53% | -12% | 1% | 0.0%[57.5 µM] | -16% | -1% | -6% | 9% | -26% | 8%
CC(C)C(NS(=O)(=O)c1cccs1)C(=O)NCCN1CCN(c2ccccc2)CC1 (centres undefined) | 5% | 3% | 3% | -11% | -3.3% | -6% | 0% | 7% | -2% | 6% | 27%
CC1Cc2ccccc2N1C(=O)CSc1nc2ccccc2n1CC(=O)N1CCOCC1 (centres undefined) | -3% | -4% | 1% | 0% | 0.6% | 15% | 2% | 1% | 0% | -3% | ?
COc1ccc(CNc2nc3c(c(=O)n(Cc4ccc(F)cc4)c(=O)n3C)n2C)cc1 | 9% | -29% | -15% | -4% | -1.9%[57.5 µM] | ? | 4% | -18% | -2% | 2% | -8%
COC(=O)c1ccccc1NC(=O)N1CCN(S(=O)(=O)c2ccc(Cl)cc2)CC1 | -2% | 148% | -3% | -2% | 6.1% | -24% | 1% | -25% | 0% | ? | 14%
Cc1ccc(-c2cnc(-c3ccncc3)o2)cc1 | -12%[11.4 µM] | 21%[11.4 µM] | -2%[11 µM] | 9%[9.17 µM] | -3.6%[0.0738 µM] | -29% | 13µM* | -12%[11.4 µM] | 3% | 1.6µM* | ?
COc1cccc([C@@H]2Oc3ccc(OC)cc3C(=O)[C@H]2O)c1 | / | / | / | / | 0.8%[9.22 µM] | -1%[11.5 µM] | 1%[11.4 µM] | -5%[11.4 µM] | / | 5%[11.4 µM] | /
Nn1c(SCC(=O)N2CCCCC2)nnc1-c1ccncc1 | 3% | -2% | 0% | 3% | -1.7% | -4% | 1% | 8% | 5% | -3% | -3%
CCc1ccc(C=NC23CN4CN(CN(C4)C2)C3)s1 | -3% | -29% | -4% | 13% | -0.8% | ? | 1% | -6% | -4% | 3% | 0%

Screens: PubChem, National Center for Advancing Translational Sciences (NCATS)
